# USP1 inh – Inhibitors of USP1/UAF1: Primary Screen; recombinant USP1/UAF1, Ub-Rhodamine cleavage fluorescence; Potency, µM (top dose mostly 57.1 µM), for inactives: at the top dose activity change, negative = inhibition, hits mostly inhibitors; 390,000 tested, 0.23% active; further: potency means the concentration at half of the fitted maximal effect; on the % scale 0 is the no-effect control and ±100 the full control effect; nearly all actives have a fitted effect of over 60% in size; inactives centre near -12
#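 USP1/UAF1 complex (1 nM) preincubated 15 min at room temperature with compound, then Ub-Rho substrate (150 nM final) added. Kinetic fluorescence at 480/540 nm over 6 reads at 60 s intervals; 50 mM HEPES pH 7.8, 0.5 mM EDTA, 0.1 mg/ml BSA, 1 mM TCEP, 0.01% Tween-20.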
# IDH1 R132H inh – qHTS for Inhibitors of mutant isocitrate dehydrogenase 1 (IDH1): qHTS; Isocitrate dehydrogenase [NADP] cytoplasmic (Homo sapiens), O75874; IDH1-R132H enzyme, NADPH consumption, diaphorase/resazurin fluorescence; Potency, µM (doses to about 76.6 µM), for the others: at the highest dose activity change, negative = inhibition, hits mostly inhibitors; 390,000 tested, 0.093% active; further: potency means the concentration at half of the fitted maximal effect; on the % scale 0 is the no-effect control and ±100 the full control effect; nearly all actives have a fitted effect of over 65% in size
# Target sequence (O75874 whole entry R132H, stated change not applied): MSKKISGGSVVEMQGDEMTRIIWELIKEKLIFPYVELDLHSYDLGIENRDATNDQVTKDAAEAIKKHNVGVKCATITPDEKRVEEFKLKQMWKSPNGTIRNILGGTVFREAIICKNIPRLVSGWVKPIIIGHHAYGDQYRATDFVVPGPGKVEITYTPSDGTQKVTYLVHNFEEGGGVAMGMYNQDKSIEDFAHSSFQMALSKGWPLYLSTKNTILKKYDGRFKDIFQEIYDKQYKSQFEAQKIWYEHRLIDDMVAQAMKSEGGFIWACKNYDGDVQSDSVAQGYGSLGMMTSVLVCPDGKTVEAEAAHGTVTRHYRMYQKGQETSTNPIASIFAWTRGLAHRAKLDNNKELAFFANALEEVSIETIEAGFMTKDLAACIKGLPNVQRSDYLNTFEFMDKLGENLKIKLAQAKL
#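 IDH1-R132H (0.5 ug/mL dispensed) in pH 7.5 Tris buffer was preincubated 30 min with compound, then given a substrate mix of 0.016 mM NADPH and 2 mM alpha-KG for 80 min at room temperature; remaining NADPH was read by diaphorase/resazurin fluorescence.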
# Vif-APOBEC3G blk – qHTS for Inhibitors of Vif-A3G Interactions: qHTS; 410,000 tested, 0.076% active; HeLa A3G-eYFP + Vif (tagged APOBEC3G with the HIV-1 protein that degrades it), YFP fluorescence, overnight; Potency, µM (top dose mostly 46.1 µM), for the others: top-dose activity, negative = active, actives largely listed as inhibitors; AID 602310, 2012;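 further: potency means the concentration at half of the fitted maximal effect; on the % scale 0 is the no-effect control and ±100 the full control effect; nearly all actives have a fitted effect of over 60% in size; hits raise eYFP signal because A3G escapes Vif-driven loss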
#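 HeLa cells stably expressing Vif and C-terminally eYFP-tagged A3G, seeded overnight at 37 deg C, then exposed to compound by pintool overnight at 37 deg C. Rise in yellow fluorescence (Ex 488/Em 500-530, Acumen) marks blocked Vif-driven A3G degradation.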
# PI4K2A block – qHTS for small molecular inhibitors of PI4K2A; Phosphatidylinositol 4-kinase type 2-alpha (Homo sapiens), Q9BTU6; purified PI4K2A, ADP-Glo luminescence, 1 h; stronger effect = lower value; activity change, negative = inhibition, % at 76.9 µM; 420,000 tested, 0.13% active; AID 1346378, 2018; in the data active means activity change below about -50%; inconclusive means mostly about -30% to -49%;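 further: -100% = wells without enzyme as full effect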
# Target sequence (Q9BTU6 whole entry, looked up): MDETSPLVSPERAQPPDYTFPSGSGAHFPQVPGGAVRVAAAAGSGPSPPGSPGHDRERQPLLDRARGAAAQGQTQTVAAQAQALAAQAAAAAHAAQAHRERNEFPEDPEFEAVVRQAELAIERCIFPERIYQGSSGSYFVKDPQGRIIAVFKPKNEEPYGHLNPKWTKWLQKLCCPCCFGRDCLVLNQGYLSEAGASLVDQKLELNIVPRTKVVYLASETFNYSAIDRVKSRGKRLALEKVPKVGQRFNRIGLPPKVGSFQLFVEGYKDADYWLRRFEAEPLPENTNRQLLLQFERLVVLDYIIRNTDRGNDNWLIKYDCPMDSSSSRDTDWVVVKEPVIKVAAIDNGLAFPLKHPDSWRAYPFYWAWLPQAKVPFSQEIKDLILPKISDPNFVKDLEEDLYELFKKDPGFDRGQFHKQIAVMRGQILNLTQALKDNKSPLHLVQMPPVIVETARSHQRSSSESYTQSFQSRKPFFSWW
#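 ADP-Glo luminescence measured ADP generated by PI4K2A enzyme (4 ug/mL before mixing) with 1.2 mM PI substrate (pre-mix) and 300 microM ATP (pre-mix). Tris pH7.5 buffer with MgCl2, Triton X-100; 1 h reaction at ambient temperature.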
# Vif-APOBEC3F blk – qHTS for Inhibitors of Vif-A3F Interactions: qHTS; HeLa A3F-eYFP + Vif (tagged APOBEC3F with the HIV-1 protein that degrades it), YFP fluorescence increase; Potency, µM (highest dose often 46.1 µM), for inactives: at the highest dose activity, negative = active; 390,000 tested, 0.2% active; AID 602313, 2012; further: potency means the concentration at half of the fitted maximal effect; % of control where 0% means no effect; nearly all actives have a fitted effect of over 65% in size
#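 Fluorescence increase (Ex 488/Em 500-530) after overnight compound treatment at 37 deg C flags inhibition of Vif-driven A3F-eYFP loss in stable HeLa A3F-eYFP/Vif cells seeded overnight beforehand.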
# Glioma ERSR ind – qHTS for Inducers of the Endoplasmic Reticulum Stress Response (ERSR) in Human Glioma: qHTS. Potency, µM, for the others: top-dose activation, most hits filed as activators. 420,000 tested, 0.02% active. U87-MG GRP78 promoter luciferase reporter, 16 h; further: potency means the concentration at half of the fitted maximal effect; series mostly up to about 76 µM; % of control where 0% means no effect; nearly all actives have a fitted effect of over 35% in size
#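 Stably transfected U87-MG human glioma cells carrying a GRP78-based luminescent sensor were seeded at 1000 cells/well, pin-dosed with compounds and incubated 16 h. Luciferase reagent was then added, and end-point luminescence was read after 10 min at room temperature.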
# TrxR1 substrate – qHTS Assay for Substrates of Mammalian Selenoprotein Thioredoxin Reductase 1 (TrxR1): qHTS. AID 588456, 2011. Potency, µM (top dose mostly 114 µM), without a hit: at the top dose activity change, negative = substrate turnover. purified TrxR1 substrate turnover, NADPH consumption readout. Thioredoxin reductase 1, cytoplasmic (Rattus norvegicus), O89049. 390,000 tested, 0.01% active; further: potency means the concentration at half of the fitted maximal effect; on the % scale 0 is the no-effect control and ±100 the full control effect; nearly all actives have a fitted effect of over 50% in size
#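 Rat TrxR1, dispensed at 90 nM, was prereduced with 400 uM NADPH (final) for 5 min at ~22 deg C, then incubated with compound 15 min before 400 uM selenite. A first-read NADPH fluorescence drop versus no-compound background flagged substrates.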
# RXFP1 ag – qHTS Assay for Agonists of the Relaxin Receptor RXFP1 | HEK293T-RXFP1 cAMP TR-FRET, 30 min; response scale: percent of porcine relaxin response, buffer zero | AID 2676, 2010 | Potency, µM (doses to about 57.5 µM), without a hit: at the top dose activation, hits mostly activators | 370,000 tested, 0.3% active; further: potency means the concentration at half of the fitted maximal effect; on the % scale 0 is the no-effect control and ±100 the full control effect; nearly all actives have a fitted effect of over 60% in size; many of its hits are not listed in these tables
#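 cAMP rise read by TR-FRET after 30 min, 37C compound exposure (up to 58 uM) in RXFP1-transfected HEK293 cells with Ro 20174 present. EC50 from Hill-equation fits, with 29 nM porcine relaxin as 100% and buffer as basal.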
# LDHA inh – qHTS assay for inhibitors of human lactate dehydrogenase. purified LDHA, NADH/diaphorase-resazurin fluorescence; stronger effect = lower value. 480,000 tested, 0.15% active. activity change, % (values are at about 110 or 230 µM); in the data active means activity change below about -30%; inconclusive means mostly about -25% to -30%;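 further: plate controls were DMSO wells for no effect and wells without enzyme for full effect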
#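 Human LDH5 at 2 nM final in Tris HCl pH 7.4 with 0.06 mM NADH and 0.2 mM pyruvate, reacted 5 minutes at room temperature. Remaining NADH coupled via diaphorase/resazurin; resorufin fluorescence read at 0 and 20 minutes, normalized to enzyme-free and DMSO wells.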
# Numbers without * were called inactive; ? = inconclusive; . = no result given; [ ] = another dose, or the depositor's remark. Unless noted, the call rests on the fitted dose curve; in most records, active means well fitted curve in the direction sought with a large enough effect; inconclusive means small, poorly fitted or top-dose-only effect, or another doubt; inactive means no such curve, though single readings can be large; an effect the other way counts as inactive or inconclusive. The list is partial; count on the stated rates, not on these rows.
SMILES,USP1 inh,IDH1 R132H inh,Vif-APOBEC3G blk,PI4K2A block,Vif-APOBEC3F blk,Glioma ERSR ind,TrxR1 substrate,RXFP1 ag,LDHA inh
CC1(C)Cc2c(c(N3CCOCC3)nc3sc4c(NN)ncnc4c23)CS1,-15%,23µM*,-9%,3,-19%,-2%,-4%,-1.2%,-7
CCn1c(Cn2nnc(-c3ccccc3)n2)nnc1SCc1ccc(Cl)c(Cl)c1,-9%,4%,-8%,-2,0%,-3%,0%[57.1 µM],-0.3%,2
CC(=O)Nc1ccc(S(=O)(=O)NNc2ccc([N+](=O)[O-])cc2)cc1,-13%,-5%,0%,-6,-9%,-1%,-7%,1.6%,19
Cc1nn(C)c(C(=O)Sc2cccc(Cl)c2)c1[N+](=O)[O-],-24%,0%,-1%,-7,-4%,-1%,-9%,8.0%,-2
CC1CCN(C(=O)CCN2C(=O)C3C4C=CC(C4)C3C2=O)CC1 (configuration not stated),-3%,0%,1%,-5,17%,-4%,3%,0.8%,-5
Cc1ccc(S(=O)(=O)N(C)Cc2ccc(C(=O)N/N=C3\CCCC(=O)C3)cc2)cc1,-9%,-5%,-3%,5,-1%,-2%,2%,2.3%,-7
CCC(=O)NC(=S)Nc1ccc(NC(=O)c2ccco2)c(Cl)c1,-16%,0%,-3%,-2,-1%,-4%,7%[57.1 µM],26%,-3
CC(=O)c1ccc(OCC(=O)NC2CCCCCC2)cc1,-3%,2%,-9%,-2,7%,-1%,5%,0.7%,-3
COC(=O)Nc1nc(-c2ccc(F)cc2)c(C)s1,-19%,9%,-12%,-1,-4%,4%,13%[57.1 µM],2.6%,-7
O=C(NCc1ccncc1)C1CCCN1S(=O)(=O)c1ccc(Cl)cc1 (configuration not stated),-10%,2%,1%,-4,-1%,-6%,1%,-0.3%,-5
COc1ccc(C(=O)CCc2ccc(OC)c(OC)c2)cc1,-24%,7%,0%,2,10%,-4%,5%,.,-6
CC(=O)Nc1ccc(NC(=S)NC(=O)C2CC2)cc1,-2%,1%,-2%,4,-4%,7%,-1%,-0.3%,0
Fc1cccc(Cl)c1/C=N/Nc1ccccn1,-10%,-1%,3%,-1,-4%,-1%,-3%[57.1 µM],1.2%,-2
CCC1(c2ccccc2)NC(=O)N(CC(=O)Nc2cccnc2Cl)C1=O (configuration not stated),-15%,-4%,0%,1,-1%,0%,0%,-1.2%,-6
O=C(O)CSC(NC(=O)c1cccnc1)(C(F)(F)F)C(F)(F)F,-7%,1%,0%,4,-15%,-2%,12%[57.1 µM],0.2%,-10
CC(=O)c1cc(-c2ccc(F)cc2)n(CCC(=O)Nc2nc3ccc(C)cc3s2)c1C,-15%,-1%,3%,3,-12%,-4%,-2%[57.1 µM],0.7%,-4
Cc1nn(-c2ccccc2)c(Cl)c1C1C(C#N)=C(N)Oc2c1c(C)nn2-c1ccccc1 (configuration not stated),-15%,-7%,-8%,-9,-1%,0%,7%[57.1 µM],0.2%,-5
COc1ccc(C2SCC(=O)N2c2ccc(F)cc2)cc1 (configuration not stated),-18%,0%,-3%,-3,19%,2%,4%,0.6%,-11
CCc1oc(C(=O)O)cc1CN(CC)CC,-8%,0%,2%,3,-5%,-3%,-3%,3.8%,-18
Cc1csc(NC(=O)c2ccc(S(C)(=O)=O)cc2)n1,-5%,3%,-1%,0,0%,0%,-7%,-0.2%,-2
CCOc1ccc(-c2cc(C(=O)OC)nc3c2c(=O)n(C)c(=O)n3C)cc1,-16%,-13%,3%,-4,16%,-9%,60%[activator],0.1%,-10
CCCC(C(=O)NC1CCCC1)N(C(=O)Cn1nnc(-c2ccc(C)o2)n1)C1CCCC1 (configuration not stated),-19%,0%,2%,-5,-2%,2%,5%,-0.5%,5
COC(=O)c1nn(-c2cccc(Cl)c2)cc(OC)c1=O,-2%,-4%,0%,-4,9%,1%,-6%,3.2%,-5
O=C(CSc1nc2ccccc2c(=O)n1-c1ccccc1)N1CCCc2ccccc21,-3%,3%,0%,1,-4%,1%,4%[57.1 µM],3.6%,-1
Cc1cc(C(=O)CSc2nnc(C3CC3)n2C2CC2)c(C)n1C(C)C,-13%,13%,-2%,-1,-6%,-3%,4%,-0.2%,2
Cc1ccc(NC(=O)CCN2CCN(C/C=C/c3ccccc3)CC2)cc1,7%,11%,-4%,-20,-5%,-2%,1%,0.4%,0
CC(=O)c1cccc(NC(=O)c2cc(-c3ccc(C)cc3)on2)c1,-4%,6%,-1%,-2,-2%,0%,12%,21%,-13
Cc1ccc(O)c(C2=Nc3ccccc3N=C(c3cccs3)C2)c1,-21%,0%,-7%,-4,0%,-4%,-18%,2.2%,-8
Cc1cccn2c(=O)c(/C=C(\C#N)C(N)=O)c(N3CCN(c4cccc(Cl)c4)CC3)nc12,-22%,0%,1%,0,0%,-8%,2%,5.2%,-1
Cc1ccc(NC(=O)CSc2nnc(-c3cccnc3)n2-c2ccc(C)cc2)cc1,-13%,-3%,-13%,0,-1%,-9%,-5%,0.0%,-7
O=C(NCCC(=O)N1CCC2(CC1)NCCc1[nH]cnc12)c1ccc(Br)cc1,-22%,4%,2%,5,-5%,-3%,2%,1.3%,-1
COc1cc(C2CC(=O)Nc3c2c(C)nn3-c2nc(C)cc(C)n2)cc(OC)c1O (configuration not stated),-10%,-2%,-2%,-2,1%,-2%,2%,3.6%,12
CN(C(=S)NC(=O)c1ccccc1)c1c(N)n(Cc2ccccc2)c(=O)[nH]c1=O,-13%,6%,4%,-13,?,4%,5%,0.0%,-1
Cc1ccc(S(=O)(=O)N2CCOCC2)cc1C(=O)NCc1cccnc1,-27%,5%,-2%,-1,-1%,-6%,14%,11%,-6
COc1ccc(C(=O)OCC(=O)N2CCc3ccccc32)cc1S(=O)(=O)N1CCOCC1,-15%,4%,0%,-1,4%,1%,-9%,.,0
O=C1Nc2ccc(Br)cc2C1(O)Cc1ccccn1 (configuration not stated),-28%,6%,1%,-1,-17%,-3%,10%,0.0%,0
Cn1c(=O)c2nc(SCC(=O)Nc3ccc(Cl)c(Cl)c3)n(C)c2n(C)c1=O,-14%,9%,5%,-1,1%,-2%,4%[57.1 µM],3.8%,3
CCOC(=O)c1c(NC(=O)CSc2cn(CCNC(=O)c3ccc(OC)cc3)c3ccccc23)sc2c1CCC2,-11%,-9%,-3%,-1,2%,-3%,10%[11.4 µM],-2.3%,-2
CCc1ccc(NC(=O)CC2C(=O)N(c3cccc(C)c3)C(=O)N2Cc2cccs2)cc1 (configuration not stated),-9%,-1%,4%,-3,7%,0%,-17%,-0.1%,0

# In a second layout: results already given
O=C(NCCC(=O)N1CCC2(CC1)NCCc1[nH]cnc12)c1ccc(Br)cc1
  USP1 inh = -22% | IDH1 R132H inh = 4% | Vif-APOBEC3G blk = 2% | PI4K2A block = 5 | Vif-APOBEC3F blk = -5% | Glioma ERSR ind = -3% | TrxR1 substrate = 2% | RXFP1 ag = 1.3% | LDHA inh = -1
COc1cc(C2CC(=O)Nc3c2c(C)nn3-c2nc(C)cc(C)n2)cc(OC)c1O (configuration not stated)
  USP1 inh = -10% | IDH1 R132H inh = -2% | Vif-APOBEC3G blk = -2% | PI4K2A block = -2 | Vif-APOBEC3F blk = 1% | Glioma ERSR ind = -2% | TrxR1 substrate = 2% | RXFP1 ag = 3.6% | LDHA inh = 12
CN(C(=S)NC(=O)c1ccccc1)c1c(N)n(Cc2ccccc2)c(=O)[nH]c1=O
  USP1 inh = -13% | IDH1 R132H inh = 6% | Vif-APOBEC3G blk = 4% | PI4K2A block = -13 | Vif-APOBEC3F blk = ? | Glioma ERSR ind = 4% | TrxR1 substrate = 5% | RXFP1 ag = 0.0% | LDHA inh = -1
Cc1ccc(S(=O)(=O)N2CCOCC2)cc1C(=O)NCc1cccnc1
  USP1 inh = -27% | IDH1 R132H inh = 5% | Vif-APOBEC3G blk = -2% | PI4K2A block = -1 | Vif-APOBEC3F blk = -1% | Glioma ERSR ind = -6% | TrxR1 substrate = 14% | RXFP1 ag = 11% | LDHA inh = -6

# IDH1 R132H inh: hit marks shown above.
SMILES	USP1 inh	IDH1 R132H inh	PI4K2A block	TrxR1 substrate	RXFP1 ag
CC1(C)Cc2c(c(N3CCOCC3)nc3sc4c(NN)ncnc4c23)CS1	-15%	23µM*	3	-4%	-1.2%
